Bioassay records: PubChem, Broad Institute
FN deposition inh – inhibitors of fibronectin matrix deposition, primary screen, AH1F cells, Alexa488-fibronectin fluorescence, plate reader. AID 743247, 2014. AH1F fibroblasts, overnight. inhibition, % at 12.6 µM. 350,000 tested, 0.086% active;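 active = mean inhibition across replicates of 30% or more, regardless of how many single replicates reach that level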;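 also: positive control wells lacked labelled fibronectin entirely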
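Test system: AH1F fibroblast monolayer depositing Alexa488-labelled fibronectin into matrix. Input: 10000 cells per well. Technique: fluorescence, ex 485 nm, em 525 nm. Buffer or medium: DMEM plus 2% serum, read in PBS. Timing: 1 h cell adhesion before compound, then overnight fibronectin incubation. Compound: single dose, pinned. Read-out basis: inhibition from reduced deposited-fibronectin fluorescence.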
Casp6 inh – human caspase-6 inhibitors, primary screen, biochemical, VEID-R110 fluorescence, single point, set 2; 350,000 tested, 0.53% active; inhibition, % at 12.5 µM; AID 686996, 2013; P55212; purified caspase-6, Z-VEID-R110 cleavage fluorescence;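 active = mean inhibition across replicates at least about 35%, with every replicate also reaching that limit, limit read from the data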;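 also: 0% = median of neutral control wells and 100% = no fluorescence left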
Target sequence (P55212 24-179 limits assumed): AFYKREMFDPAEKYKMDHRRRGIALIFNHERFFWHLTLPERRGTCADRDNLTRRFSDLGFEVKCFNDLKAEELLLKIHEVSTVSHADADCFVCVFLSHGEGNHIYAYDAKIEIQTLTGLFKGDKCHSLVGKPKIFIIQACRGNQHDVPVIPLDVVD
Target sequence (P55212 194-293 limits assumed): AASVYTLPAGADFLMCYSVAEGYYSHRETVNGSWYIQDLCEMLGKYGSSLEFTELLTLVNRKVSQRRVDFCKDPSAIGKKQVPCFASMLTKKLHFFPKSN
esBAF inh – Bmi1 luciferase reporter increase in mESCs, primary screen, esBAF inhibitor project, mouse ES cells, Bmi1 luciferase knock-in, single point; 350,000 tested, 2% active; reporter increase, % at 12.5 µM; 24 h; 100% = twice the neutral-well signal; in the data active = activation above about 40%;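 also: 0% = median of the plate's neutral control wells and 100% = double that signal; a rise in the Bmi1 reporter signal indicates esBAF inhibition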
S100A4 MyoIIA – inhibitors of S100A4-myosin IIA peptide binding, primary screen, biochemical, fluorescence polarization, TAMRA-MyoIIA peptide | AID 652163, 2013 | inhibition, % at 10.7 µM | 360,000 tested, 0.14% active;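 active = mean inhibition of at least 70% across replicates, with every replicate also reaching that level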
Target sequence (P26447 whole entry, looked up): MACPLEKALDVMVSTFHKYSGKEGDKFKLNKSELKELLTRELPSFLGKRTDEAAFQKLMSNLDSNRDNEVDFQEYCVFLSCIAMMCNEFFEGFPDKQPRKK
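incubation = readout 5 min after mixing, signal stable up to 60 min | system = S100A4 monomer protein | buffer or medium = HEPES pH 7.2 with CaCl2, KCl, NaCl, DTT, Triton | benchmarks = neutral control DMSO, positive control TFP | also added = fluorescent myosin IIA peptide, 5 nM | compound dosing = one concentration per compound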
SIRT5 inh – SIRT5 desuccinylase inhibitors, primary screen, biochemical, fluorescence imaging, single point, set 5; Purified SirT5, succinyl-peptide AMC, trypsin-coupled fluorescence; 330,000 tested, 1.1% active; inhibition, % at 15 µM; in the data active = inhibition above about 15%
Target sequence (Q9NXA8 whole entry, looked up): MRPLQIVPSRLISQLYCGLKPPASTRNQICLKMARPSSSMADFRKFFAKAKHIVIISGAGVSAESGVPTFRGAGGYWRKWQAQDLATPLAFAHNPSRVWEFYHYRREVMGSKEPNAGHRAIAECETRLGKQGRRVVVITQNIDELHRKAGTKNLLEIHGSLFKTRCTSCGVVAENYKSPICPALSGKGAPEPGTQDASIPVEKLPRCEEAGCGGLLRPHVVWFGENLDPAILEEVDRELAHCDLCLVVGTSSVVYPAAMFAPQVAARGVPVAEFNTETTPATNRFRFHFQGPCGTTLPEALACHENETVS
LGR2 antag – inhibitors of bursicon-induced LGR2 CRE-luciferase signal, primary screen, cell-based, HEK293, CRE-luciferase reporter, bursicon stimulation; bursicon-stimulated, 4 h; 380,000 tested, 0.35% active; Drosophila bursicon receptor LGR2 (rickets); AID 720647, 2013; inhibition, % at 9.99 µM;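 active = drop in luminescence signal, shown as inhibition above about 50% in the replicate tests, limit read from the data, passing the limit was not always enough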;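 also: agonist challenge used bursicon conditioned medium at about half maximal strength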
C2C12 statin – suppressors of statin myotoxicity in C2C12 myotubes, primary screen, cell-based, single point, plate reader; C2C12 myotubes + simvastatin, ATP luminescence, 48 h; scaled: DMSO 0, geranylgeraniol control 100; rescue of ATP level, % at 7.49 µM; 330,000 tested, 0.78% active; AID 602340, 2012;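 active = mean ATP rescue above about 67%, or every replicate alone reaching that limit, limit read from the data, passing the limit was not always enough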;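 also: myotubes were challenged with 10 µM simvastatin during compound exposure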
Numbers without * were called inactive; . = no result given. Only part of the results is shown; rates above refer to the full screens.

SMILES	FN deposition inh	Casp6 inh	esBAF inh	S100A4 MyoIIA	SIRT5 inh	LGR2 antag	C2C12 statin
Clc1nnc(N2CCCCC2)c2ccccc12	7	-2	5	-2	0	25	-9
CCN1CCN(C(=O)c2ccc(-c3nc4ccccc4s3)s2)CC1	-2	0	36	-17	-7	-31	-1
CCCCN(CC)C(=O)CSc1cc(=O)n(C)c2ccccc12	-7	.	3	.	.	.	-1
C=CC1=CCN(S(=O)(=O)C(C)(C)C)[C@@H]1CCO	0	5	.	-1	-3	1	.
O=C(c1ccccc1)N1C[C@@H]2[C@H](c3ccccc31)[C@H](CO)N2Cc1cc(F)ccc1F	.	3	1	1	4	-6	7
COc1ccc(CNC(=O)COC(=O)[C@H](Cc2ccccc2)NC(=O)c2cccs2)cc1	-9	2	-8	1	0	11	4
N#CC1(NC(=O)COC(=O)C2CCN(S(=O)(=O)c3ccc4c(c3)OCCO4)CC2)CCCCC1	-2	-3	-3	6	-2	-10	3
O=C(Nc1ccc2oc(-c3ccncc3)nc2c1)c1ccc2c(c1)OCO2	-37	-1	.	4	1	5	.
CSc1cccc(NC(=O)CCNC(=O)c2ccco2)c1	0	-5	.	-37	3	14	.
CO[C@H]1CN(C)C(=O)c2cc(NC(=O)Cc3ccccc3)ccc2OC[C@@H](C)N(CC2CC2)C[C@H]1C	-1	1	-3	1	-1	-4	5
CC(=O)Nc1cc(-c2ccccc2N(C)C)cn2c(-c3ccc(S(C)(=O)=O)cc3)cnc12	1	-13	3	32	.	.	-11
CCC(=O)Nc1ccc2c(c1)OC[C@H](C)N(Cc1ccccc1C(=O)O)C[C@@H](C)[C@@H](OC)CN(C)C2=O	-2	2	-4	4	-1	-7	5
Cc1c(NC(=O)C(C)OC(=O)c2ccc([N+](=O)[O-])s2)c(=O)n(-c2ccccc2)n1C (configuration not stated)	2	94*	5	-4	-3	-12	21
Cc1ccc(C2=NNC(=Nc3ccc(F)cc3)SC2)cc1	3	0	.	1	0	-99	.
Cc1cccc(OCCNC(=O)c2ccc(Oc3ccc(C(F)(F)F)cc3[N+](=O)[O-])cc2)c1	14	.	-9	.	.	.	35
CCCN1C[C@@H](C)[C@@H](OC)CN(C)C(=O)c2ccc(NC(=O)c3ccc(F)cc3)cc2OC[C@H]1C	6	.	-1	.	.	0	-3
COc1cccc(C(=O)Nc2ccc3c(c2)OC[C@@H](C)NC[C@H](C)[C@H](OC)CN(C)C3=O)c1	0	2	.	14	5	5	.
CCOC(=O)C1CCN(c2cc(C)nc3ccc(OC)cc23)CC1	-9	-3	-8	6	1	30	-2
COc1ccc(NC(=O)CN(C)C(=O)Cn2c(=O)oc3ccccc32)cc1	-1	4	.	-2	0	12	.
CCc1nc2c(OCc3cc(Cl)cc(Cl)c3)cccn2c1N(C)C(=O)c1ccccc1F	-2	-1	-3	-3	.	-14	-45
CCCC(=O)Nc1ccc2c(c1)C(=O)N(C)C[C@H](OC)[C@H](C)CN(C(=O)CC1CC1)[C@H](C)CO2	5	1	-2	2	-1	-12	4
C[C@@H]1CCCCO[C@@H](CN(C)C)[C@@H](C)CN([C@@H](C)CO)C(=O)c2cc(NS(=O)(=O)c3ccc(Cl)cc3)ccc2O1	.	-7	-2	3	1	-4	-24
COc1ccc(OC(C)C(=O)N(C)Cc2nc(-c3ccc(OC)cc3)no2)cc1 (configuration not stated)	-5	1	-6	-3	-1	4	-4
CC(=O)Nc1ccc(C(=O)OCc2ccc(Br)cc2)cc1	10	-5	.	2	-6	11	.
Cc1ccc(C)c(S(=O)(=O)N2CCCC2CNC(=O)C(=O)NCC2CCCO2)c1 (configuration not stated)	-6	-1	-2	0	-8	-1	11
COc1ccc(S(=O)(=O)Nc2cccc3c2O[C@H](CN(C)S(=O)(=O)c2ccc(F)cc2)[C@H](C)CN([C@@H](C)CO)C3=O)cc1	.	1	-9	2	1	-9	26
C[C@H]1CN([C@@H](C)CO)C(=O)c2cccc(NC(=O)c3ccc(-c4nccs4)cc3)c2O[C@@H]1CN(C)Cc1ccc(C(=O)Nc2ccccc2N)cc1	.	-1	1	10	3	9	.
O=C(N[C@H]1CC[C@H](CCn2cc(Cc3ccccc3)nn2)O[C@H]1CO)c1ccccn1	0	-1	3	-2	-1	5	7
O=C(NNC(=O)c1ccc([N+](=O)[O-])cc1)c1ccc(NS(=O)(=O)c2cccs2)cc1	2	0	.	-3	3	1	-5
Cc1oc(-c2ccccc2F)nc1CS(=O)CC(=O)NC1CC1 (configuration not stated)	-1	1	.	0	-2	21	.
Cc1cc(-c2ccco2)n(CC(=O)NCCCc2ccccc2)n1	1	-2	-7	-6	-2	.	10
C[C@H]1CN([C@@H](C)CO)C(=O)c2cc(NC(=O)Nc3ccc4c(c3)OCO4)ccc2O[C@@H]1CN(C)Cc1ccc(Oc2ccccc2)cc1	5	-2	0	17	1	18	.
Cc1ccc(NNS(=O)(=O)c2ccc(C)cc2)cc1	-14	.	12	.	.	.	13
C[C@H]1CN([C@@H](C)CO)C(=O)c2cc(-c3ccc(F)cc3)cnc2O[C@H]1CN(C)C(=O)c1ccccn1	-1	-4	3	10	13	-3	51
O=C(Cc1cccc2ccccc12)Nc1ccccc1C(=O)O	6	2	13	4	-2	-4	2
COc1ccc(S(=O)(=O)O/N=C2\CCCc3ccccc32)cc1	1	.	0	.	.	.	72*
COc1cc(CCC(=O)Nc2ccc(C)c(S(=O)(=O)N3CCCCCC3)c2)cc(OC)c1OC	-7	2	14	1	0	7	-14
COc1ccc(C(C)(NC(C)=O)c2nc(-c3ccc(S(C)(=O)=O)cc3)cs2)cc1 (configuration not stated)	.	2	-10	-15	-2	16	1
CC(=O)Nc1ccc(N/C(N)=N/c2nc(C)cc(C)n2)cc1	-1	-4	1	-6	.	-3	14
CCCCNC(=O)COC(=O)c1ccc(N(C)C)cc1	0	1	.	0	2	16	.
CO[C@H]1CC[C@@H]2CCN(C)C(=O)[C@@H](C)[C@H](OC)CN(C)C(=O)c3cccc(C#N)c3OC[C@H]1O2	1	-1	0	-3	1	-22	1
CN1CCN(c2ccccc2NC(=S)NC(=O)c2cc3ccccc3o2)CC1	.	-5	-6	6	-2	-10	-2
COc1ccccc1NC(=O)/C=C\c1ccco1	-3	1	54*	-21	-1	-17	-3
CCN(CCn1cccn1)Cc1nc(-c2ccccc2)no1	-7	1	.	-5	0	7	.
Cc1cccc(C)c1-n1nnnc1C(c1ccnc2ccccc12)N1CCN(C/C=C/c2ccccc2)CC1 (configuration not stated)	1	2	-10	2	-5	15	14
O=C(CN1CCN(c2ccccn2)CC1)Nc1ccccc1	.	.	-4	.	.	-4	4
CC(C)S(=O)(=O)N1CCCC(C(=O)c2cccc(Cl)c2)C1 (configuration not stated)	.	0	.	1	-3	.	.
O=[N+]([O-])c1cccc(S(=O)(=O)NCC2CCCO2)c1 (configuration not stated)	15	1	.	13	3	.	.
O=C(NC[C@H]1CC[C@H]2[C@H](CN2Cc2cccc(Cl)c2)O1)C1CC1	.	1	.	15	-8	.	.
C[C@H](CO)N1C[C@H](C)[C@@H](CN(C)S(=O)(=O)c2cccs2)OCCCC[C@H](C)Oc2ccc(NC(=O)c3ccncc3)cc2C1=O	-6	0	-3	-20	1	-7	.

New compounds follow.
SMILES	FN deposition inh	Casp6 inh	esBAF inh	S100A4 MyoIIA	SIRT5 inh	LGR2 antag	C2C12 statin
CCOC(=O)C1CCCN(c2nnnn2-c2ccccc2)C1 (configuration not stated)	.	-1	-1	1	-7	2	5
C[C@@H]1CN([C@@H](C)CO)C(=O)c2cccc(NC(=O)c3nc4ccccc4s3)c2O[C@H]1CN(C)S(C)(=O)=O	.	-2	1	9	-3	0	.
CCOC(=O)c1c(NC(=O)COC(=O)CCOc2ccc(C)cc2)sc(C(=O)N(C)C)c1C	1	5	3	-11	11	18	1
Cc1cccc(/C=N/NC(=O)c2cc(-c3cccnc3)nc3ccccc23)c1	-1	-4	-6	2	2	-4	2
Cc1ccc(CN=C(Nc2ccccc2)NC2CCCCC2)cc1	.	0	-4	0	-3	13	-7
COc1ccc(NC(=O)Nc2ccc3c(c2)C(=O)N([C@@H](C)CO)C[C@@H](C)[C@H](CN(C)C(=O)CCCN(C)C)OCCCC[C@H](C)O3)cc1	.	-1	-3	6	-7	-9	.
COc1ccc(C2(O)CCN(C(=O)c3c(F)cccc3F)CC2)cc1	.	4	5	3	.	1	2
CC(=O)N(C)C[C@H]1Oc2ncc(C#CC3(O)CCCC3)cc2C(=O)N([C@@H](C)CO)C[C@H]1C	3	1	0	-3	-2	-19	-14
CN1CCN(/C=N/c2c(C#N)cnn2Cc2ccccc2)CC1	-3	.	-5	.	.	.	-1
Cc1nc(C2CCCCC2)c(-c2ccccc2)c(N2CCOC2=O)c1C	8	1	-1	-5	.	1	-13
CC1CCCCC12NC(=O)N(CC(=O)N1CCN(S(=O)(=O)c3ccc(Cl)s3)CC1)C2=O (configuration not stated)	-3	2	-5	2	-3	-5	-8
NNC(=O)c1nc(-c2ccccc2)n2c1CCCCC2	.	-3	-5	-4	-4	-6	0
C[C@@H]1CCCCO[C@@H](CN(C)C(=O)Nc2ccc(F)cc2)[C@H](C)CN([C@@H](C)CO)C(=O)c2cc(NC(=O)C3CCCCC3)ccc2O1	.	1	3	1	0	14	.
COc1ccc(OC)c(N=c2oc3c(OC)cccc3cc2C(=O)NCc2ccco2)c1	-30	.	11	.	.	.	15
Cc1cc(C(=O)N2CCOCC2)ccc1[N+](=O)[O-]	0	2	-5	-2	-2	2	0
O=C(NCc1cccnc1)C(=O)Nc1nc(C23CC4CC(CC(C4)C2)C3)cs1	9	-1	-2	2	2	-5	-3
CCCNC(=O)N(C)C[C@H]1Oc2cc(-c3cccnc3)ccc2S(=O)(=O)N([C@@H](C)CO)C[C@@H]1C	.	-4	3	3	0	1	9
CCOC(=O)C(=O)Nc1nnc(COc2ccccc2)s1	5	-1	1	-21	-3	14	9
CCOC(=O)CNC(=O)C1(NC(=O)CNC(=O)OCc2ccccc2)CCCC1	-2	-3	.	-1	.	-8	8
CCCNC(=O)CCn1nc(-c2ccc(Cl)cc2)c2ccccc2c1=O	11	-4	.	0	1	.	.
CCN(CC)CC#CCC(O)(c1ccccc1)c1ccccc1	16	1	.	1	-1	-18	.
CC[C@@]1(C(=O)OC)N[C@H](CN(C)S(=O)(=O)c2ccccc2)[C@@H]2C(=O)N(Cc3ccccc3)C(=O)[C@@H]21	6	0	-4	3	0	-4	-2
C=CCC1c2cccc(C(=O)O)c2C(=O)N1c1cccc(C)c1 (configuration not stated)	.	8	-9	13	-1	-5	13

Just FN deposition inh and S100A4 MyoIIA, for four of the compounds above:
SMILES	FN deposition inh	S100A4 MyoIIA
Cc1nc(C2CCCCC2)c(-c2ccccc2)c(N2CCOC2=O)c1C	8	-5
NNC(=O)c1nc(-c2ccccc2)n2c1CCCCC2	.	-4
CCN(CC)CC#CCC(O)(c1ccccc1)c1ccccc1	16	1
CCOC(=O)C1CCCN(c2nnnn2-c2ccccc2)C1 (configuration not stated)	.	1
